Ins promoter up: insulin promoter activators in MIN6 cells, imaging, high-content screening, mouse beta cells; MIN6 insulin promoter-GFP reporter; stronger effect = higher value; z-score at 5 µM; 190,000 compounds, 0.3% hits; AID 1625, 2009;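 active = z-score above 3 at 5 µM with at least 500 cells counted in the well; inconclusive = wells under 500 cells, flagged as cytotoxic or low count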
Dynein transport: inhibitors of GR-EGFP nuclear translocation, primary screen, dynein cargo transport inhibitor project, imaging, high-content, 3617.4 mouse cells; test concentration mostly 20 µM; stimulated with dexamethasone, 1 µM; stronger effect = lower value; z-score, hits read low; 220,000 compounds, 0.47% hits; AID 1381, 2008;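 active = plate z-score of nuclear minus cytoplasmic receptor signal below a set negative limit, without overly bright fluorescence or cell loss, cut at about -3.5 in these data, passing the limit was not always enough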;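 also: z-score of nuclear minus cytoplasmic ring GR-EGFP intensity difference per well; some compounds called inactive have numbers as strong as hits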
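Also added: dexamethasone, 1.0 µM final. Medium: tet-free, stripped-serum medium. Detection: fixed, Hoechst-stained cells imaged at 10x for EGFP. Read-out: nuclear-to-cytoplasmic GR-EGFP distribution per well. Times: induction 48 h, compound 1 h, agonist 30 min.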
bCat nuc transl: modulators of beta-catenin nuclear translocation, primary screen, imaging, HeLa cells, immunofluorescence, high-content | nuclear translocation activity, % at 5 µM | AID 1665, 2009 | 190,000 compounds, 0.3% hits;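 active = nuclear translocation activity above 50% at 5 µM, with a well cell count of 50 or more; inconclusive = wells under 50 cells across six images, flagged as toxic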;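 also: per-cell ratio of nuclear to cytoplasmic median beta-catenin stain intensity; plate controls were DMSO negative control for no effect and GSK-3 inhibitor IX positive control for full effect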
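Test system: HeLa cells, endogenous beta-catenin; Compound: single 5 µM dose plus 0.02–20 µM confirmation series; Times: compound exposure 24 h at 37°C; Signal: fluorescence imaging of beta-catenin antibody stain plus DAPI; Read-out: % activation, nuclear-to-cytoplasmic median beta-catenin signal ratio per cell.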
AID2073: inhibitors of Mint1-CaV2.2 protein interaction, biochemical, HTRF (AID 2073); HTRF protein-protein interaction, Mint1-CaV2.2; higher % means a stronger effect; 290,000 compounds, 0.19% hits; Voltage-dependent N-type calcium channel subunit alpha-1B (Homo sapiens); one-dose inhibition, % at 20 µM; IC50 in µM for titrated hits; in the data active = inhibition mostly above about 51%, no sharp cut-off; inconclusive = no clear call, values can overlap the other calls; inactive = mostly below about 53%; also: some results filed as inactive read as strong as hits
MT stabilize HCS: microtubule stabilizers in HeLa cells, primary screen, imaging, high-content imaging. HeLa tubulin immunostaining HCS, 24 h; share of cells brighter than vehicle mean+2SD. % tubulin-high responders, % at 10 µM. 200,000 compounds, 0.83% hits;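 active = plate Z-score above 3 for both tubulin-high and condensed-nucleus cell shares, with cell loss under 80%, at 10 µM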;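 also: anti alpha tubulin signal scored within the nucleus-defined area of each cell; some results filed as inactive read as strong as hits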
Autophagy mod: autophagy modulators in MEF cells, primary screen, imaging, high-content, MEF GFP-LC3 | MEF GFP-LC3 puncta imaging; test concentration mostly 10 µM | 190,000 compounds, 0.98% hits | calls only at 10 µM (by protocol);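 active = percentage of spot-positive cells more than 3 SD above its plate mean, without a fluorescence outlier flag or 80% toxicity; inconclusive = no clear call, values can overlap the other calls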;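 also: spot-positive cell cutoff set from DMSO-treated cells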
WT yeast gro inh: growth inhibition of WT strain, primary screen, mitochondrial fusion inhibitor project, WT and mutant strains, chemical genetic; inhibition, % at 10 µM; mitochondrial fusion phenotypic screen; 190,000 compounds, 2.1% hits; in the data active = inhibition above about 58%; tested in S. cerevisiae
HIV peptide binding: inhibitors of HIV fusion peptide binding, primary screen, biochemical, uHTS, fluorescence dequenching (AID 1986). cell-free peptide binding, fluorescence dequenching, 30 min; higher % means a stronger effect. one-dose inhibition, % at 20 µM; IC50 in µM for titrated hits. 290,000 compounds, 0.3% hits; in the data active = inhibition mostly above about 52%, no sharp cut-off; inactive = mostly below about 76%; also: some results filed as inactive read as strong as hits
Yfh1-depleted yeast: enhancers of respiration in Yfh1-depleted yeast, dose response, Friedreich's ataxia, plus single-dose screen (AID 1465). S. cerevisiae Yfh1-off respiration, WST-1 reduction, 72 h; higher fold induction means a stronger effect. fold induction at 50 µM, or EC50 in µM where a hit was titrated. 220,000 compounds, 0.074% hits;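 active = fold induction of absorbance versus untreated yeast above a set limit, then at least 30% activation at any dose in follow-up; inconclusive = repeats straddling the limit, or above it without dose testing; inactive = fold induction below the set limit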;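 also: activators that raise dye reduction in frataxin-depleted yeast; strong numbers were not always called active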
WT yeast gro inh mutant strain: further read-out of WT yeast gro inh, marked with its call; inhibition, %; mitochondrial fusion phenotypic screen, mutant strain inhibition
Dynein transport cytoplasmic EGFP: also measured in Dynein transport; calls as there; z-score; measured here: cytoplasmic GR-EGFP intensity; stronger effect = higher value
Dynein transport nuclear GR-EGFP: further read-out of Dynein transport, marked with its call; z-score; measured here: nuclear GR-EGFP intensity;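 lower value marks the stronger effect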
Dynein transport cell count: also measured in Dynein transport; calls as there; z-score; measured here: cell count per field
Ins promoter up cell count: recorded beside Ins promoter up, whose call it bears; cell count; measured here: cytotoxicity, nuclei count;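 total cells summed across four imaged fields per well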
bCat nuc transl cell count 5 µM: recorded beside bCat nuc transl, whose call it bears; cell count; measured here: cell count, cytotoxicity flag
MT stabilize HCS Hoechst-high %: further read-out of MT stabilize HCS, marked with its call; % Hoechst-high responders; measured here: nuclear condensation Hoechst responders;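 share of cells brighter than vehicle mean plus two SD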
MT stabilize HCS cytotoxicity %: recorded beside MT stabilize HCS, whose call it bears; toxicity, %; measured here: cytotoxicity by cell density;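 0% = mean cell density of plate MIN control wells and 100% = no cells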
Autophagy mod cell loss 18 h: second read-out of Autophagy mod, no call of its own (marks repeat the call); toxicity, %; measured here: cell loss, nuclei count;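 cell loss after 18 h compound exposure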
Numbers without * were called inactive; i = inactive; ? = inconclusive; · = not tested or not shown.

SMILES	Ins promoter up	Ins promoter up cell count	Dynein transport	Dynein transport cytoplasmic EGFP	Dynein transport nuclear GR-EGFP	Dynein transport cell count	bCat nuc transl	bCat nuc transl cell count 5 µM	AID2073	MT stabilize HCS	MT stabilize HCS Hoechst-high %	MT stabilize HCS cytotoxicity %	Autophagy mod	Autophagy mod cell loss 18 h	WT yeast gro inh	WT yeast gro inh mutant strain	HIV peptide binding	Yfh1-depleted yeast
CC(=C/c1ccccc1)/C=N/n1c(-c2ccncc2)n[nH]c1=S	-1.4	1675	-0.7	-0.3	-0.16	0.3	-2.9	1021	24%	2.2	1.1	1.5	i	-13	43	23	-0.8%	i
O=C(COC(=O)c1ccccc1)NCCC1=CCCCC1	-0.25	1236	-0.61	-0.19	-0.3	0.26	-0.2	1074	10%	4.6	3.5	7.9	i	9	7	-12	-1.6%	i
Cc1cc(C)c(C#N)c(SCC(=O)Nc2ccccc2C)n1	·	·	-1.6	-0.35	-0.97	1.4	-0.5	1444	8%	3.0	1.3	9.0	i	-13	-17	-15	1.0%	i
C1CCC(c2nn3c(-c4n[nH]c5c4CCC5)nnc3s2)CC1	-0.57	1098	-0.56	-0.3	-0.099	-0.042	-0.2	1198	9%	4.9	2.3	8.1	i	-6	10	12	3.0%	i
CCCOc1c(Br)cc(/C=N/O)cc1OC	0.43	1523	0.22	-0.31	0.37	0.55	0.7	787	-3%	4.2	4.3	5.3	i	-5	-2	-1	-1.9%	i
COc1ccc(C2C(C#N)=C(C)NC3=C2C(=O)CC(C)(C)C3)c(OC)c1 (stereo not drawn)	-0.36	1280	-0.35	-0.26	-0.37	0.64	·	·	4%	3.5	2.3	2.5	i	-3	22	3	-0.8%	i
COc1cc(-c2nc3c(c(C)nn3-c3ccccc3)c3cc(OC)c(OC)cc23)ccc1O	-1	1518	0.52	-0.2	-0.029	0.2	0.1	1403	33%	2.4	1.6	8.5	i	24	-6	-9	-2.5%	i
O=C(Cc1c(F)cccc1Cl)Nc1ccccc1N1CCCCC1	-1.5	1312	-0.98	-0.23	-0.76	1.2	-3.3	1099	1%	2.5	1.4	9.3	i	9	8	-14	-1.1%	i
COc1ccc(-n2c(C)nn(CC3CC3)c2=O)cc1	-0.36	1510	0.11	-0.35	0.74	0.18	0.3	995	-10%	0.9	1.4	4.2	i	4	14	14	-0.4%	i
COc1ccc(-c2noc(-c3ccc(Br)o3)n2)cc1OC	-0.15	1321	-0.11	0.27	0.047	1	·	·	0%	3.8	1.9	5.1	i	-6	3	6	-1.9%	i
CC(=O)N1c2c(cc(Br)cc2S(=O)(=O)Nc2c(C)n(C)n(-c3ccccc3)c2=O)CC1C (stereo not drawn)	·	·	0.36	-0.21	0.35	-0.15	-0.7	572	4%	2.8	1.6	3.9	i	45	-16	-6	-1.1%	i
COCc1cc(C)nc(N/N=C/c2ccc(-c3ccc(C(=O)O)c(Cl)c3)o2)c1C#N	-0.44	1672	-0.99	-0.28	-0.3	0.77	-1.9	1114	12%	1.9	1.5	7.1	i	19	8	0	10%	i
COc1cc(/C=C2/SC(=S)NC2=O)ccc1OS(=O)(=O)c1ccc(C)cc1	0.45	1301	1.1	-0.2	0.47	-1.1	-0.7	1077	-11%	3.0	1.8	6.3	i	-11	73*	35*	16µM*	i
CCOC(=O)CNC(=O)CSc1nnc(COc2ccc(Cl)cc2)n1CC	·	·	-0.8	-0.33	-1	-0.0049	-2.0	874	-18%	4.4	3.4	8.4	i	34	-1	14	-0.2%	i
Brc1ccccc1-c1nnc(COc2cccc3cccnc23)o1	·	·	-0.16	0.083	0.25	-0.65	-1.0	1067	4%	1.4	1.4	8.3	i	-5	-8	-4	-1.7%	i
Cc1ccc(CNC(=O)COC(=O)CCC(=O)c2cccs2)cc1	2.1	1095	-0.71	-0.33	-0.43	0.14	-3.6	1070	-7%	2.6	2.7	6.0	i	-6	-6	-9	-0.8%	i
Cc1ccc(NC(=O)Cn2nnc(C(=O)NCc3ccccc3)c2N)cc1C	0.49	1230	-0.11	-0.27	0.43	0.46	·	·	2%	4.4	1.0	1.2	i	-1	-13	-19	1.5%	i
Cc1ccc(C(C[N+](=O)[O-])Sc2ccc(N)cc2)cc1 (stereo not drawn)	0.06	1237	-6.7*	1.9*	-2.6*	0.35*	4.6	934	-23%	·	·	·	·	·	·	·	-1.2%	i
Cc1nc2cc(NCc3cccs3)ccc2n1C	1.4	1098	-0.84	0.89	-0.24	-0.24	-1.1	1042	-10%	3.0	1.7	5.3	i	5	15	-11	-0.5%	·
N#C/C(=C\c1ccccc1OCc1ccc(C(=O)O)cc1)c1ccccc1	0.09	1150	3.4	-0.19	1.7	-1.8	·	·	2%	1.8	2.7	7.1	i	1	-19	-2	19%	i
CC(C)(C)c1ccc(C(=O)NNC(=O)c2cccc(Br)c2)cc1	-0.16	1893	0.27	-0.25	-0.27	-0.21	0.4	1063	32%	0.9	2.2	16	i	8	-5	3	0.7%	i
COCCn1c(SCC(=O)Nc2cc(Cl)ccc2OC)nc2c(c1=O)SC(C)C2 (stereo not drawn)	-2.6	775	-0.93	-0.16	-0.52	-0.16	-3.1	1254	6%	4.4	2.8	5.9	i	27	13	10	-2.0%	i
CC(=O)Nc1ccc2c(CSc3nncs3)cc(=O)oc2c1	·	·	0.94	-0.1	0.97	-1.7	0.3	1364	6%	·	·	·	·	·	·	·	-1.2%	i
c1ccc(CSc2ccc(-c3ccccn3)nn2)nc1	-0.1	1253	-1.1	-0.16	-0.59	0.66	0.4	1135	9%	2.2	2.2	1.8	i	26	7	6	1.4%	i
CCNC(=S)NCc1ccco1	-1.3	1282	0.32	-0.18	-0.25	-0.98	·	·	2%	2.5	2.2	3.6	i	-6	7	-4	0.5%	i
Cc1noc(C)c1CCC(=O)O	0.34	1414	-0.89	-0.24	-0.5	0.36	0.6	1568	?	2.6	1.9	8.4	i	13	-6	-10	-0.7%	i
CCOCCc1nnc(NC(=O)Cc2ccccc2)s1	0.55	1267	-1.3	0.08	-0.62	-0.21	·	·	1%	1.1	2.3	4.1	i	0	27	15	-1.7%	i
COc1ccc(NC(=O)C2C3C=CC(C3)C2C(=O)NCc2ccco2)c(OC)c1 (stereo not drawn)	·	·	-0.81	-0.23	-0.62	1.2	3.8	428	5%	3.1	2.2	9.7	i	6	-20	14	-3.2%	i
CC(C)(C)c1cc(CN2CCCC(O)C2)c(O)c(C(C)(C)C)c1 (stereo not drawn)	·	·	0.46	-0.4	-0.14	-0.27	-2.7	1068	4%	4.4	1.8	1.8	i	6	12	13	0.0%	i
O=C1SCCc2c1n(Cc1ccccc1)c1ccccc21	-0.19	1058	-0.82	-0.12	-0.2	-0.88	-0.7	1053	20%	2.4	1.9	6.0	i	14	-13	-24	1.7%	i
CCOC(=O)c1cnc(SCC(=O)Nc2nnc(CC)s2)nc1N	0.61	1273	-0.81	-0.23	-0.24	1.3	-0.7	1146	5%	3.1	1.7	0.9	i	-3	·	·	6.9%	i
CCN(CCNC(=O)CS(=O)(=O)Cc1nc(-c2cccc(OC)c2)oc1C)c1ccccc1	0.22	1797	1.6	-0.24	0.69	-0.65	-0.6	1003	-6%	2.9	1.8	6.0	i	-8	7	2	-4.9%	i
COc1ccc(NC(=O)CCSc2ccc(F)cc2)cc1	0.01	1337	-0.45	-0.16	-0.084	0.44	-0.4	1145	-3%	2.6	1.5	5.9	i	-8	2	0	-1.6%	i
Cc1ccc(-n2nc(C)c(C(=O)O)n2)c(C)c1	0.22	1659	0.72	-0.29	0.63	-0.17	-2.2	1126	0%	11	2.1	6.7	i	8	20	0	1.9%	i
Cc1[nH]c2ccc(F)cc2c(=O)c1SC(F)(F)C(F)F	1.5	1418	1.3	-0.29	1.1	-1.2	-3.5	880	-19%	4.9	1.5	9.4	i	57	-16	-7	-0.5%	i
S=c1[nH]nc(CSCc2ccc(Cl)cc2Cl)n1-c1ccccc1	1	1958	-0.81	-0.2	-0.016	0.027	2.1	890	-28%	1.8	1.8	8.3	i	-22	3	17	-1.5%	>100µM*
Cc1[nH]n(-c2nc(-c3ccc(Cl)cc3)cs2)c(=O)c1N=Nc1ccc(O)cc1	-1.5	508	-1.8	0.68	-0.78	-0.34	1.2	1078	45%	6.2	3.6	23	i	17	18	20	6.1%	i
Cc1ccc(NCc2nnc3n2CCCCC3)cc1	2.5	1200	-0.089	-0.16	0.19	0.15	-5.5	811	-9%	3.2	2.5	8.8	i	-5	-7	-4	-1.3%	i

Bioassay records from PubChem.
